# Source: PubChem BioAssay (several laboratories)
# MEKK3 PB1 HTS – modulators of MEKK3-MEK5 PB1 binding, primary screen, biochemical, wildtype MEKK3, multiplex bead flow cytometry, Alexa488-MEK5. actives 1.4% (n = 290,000). Mitogen-activated protein kinase kinase kinase 3 (Homo sapiens), Q99759. AID 1529, 2009. binding response (% of control), % at 10 µM. bead-based flow cytometry, Alexa488-MEK5 binding to MEKK3; actives lie on both sides; 0 = blocked by unlabeled MEK5, 100 = vehicle;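 active = binding response more than 3 SD above or below the average of its plate-row segment, actives on both sides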;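 note: Alexa488 bead fluorescence after subtracting the streptavidin-only scavenger bead signal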
# Target sequence (Q99759 whole entry, looked up): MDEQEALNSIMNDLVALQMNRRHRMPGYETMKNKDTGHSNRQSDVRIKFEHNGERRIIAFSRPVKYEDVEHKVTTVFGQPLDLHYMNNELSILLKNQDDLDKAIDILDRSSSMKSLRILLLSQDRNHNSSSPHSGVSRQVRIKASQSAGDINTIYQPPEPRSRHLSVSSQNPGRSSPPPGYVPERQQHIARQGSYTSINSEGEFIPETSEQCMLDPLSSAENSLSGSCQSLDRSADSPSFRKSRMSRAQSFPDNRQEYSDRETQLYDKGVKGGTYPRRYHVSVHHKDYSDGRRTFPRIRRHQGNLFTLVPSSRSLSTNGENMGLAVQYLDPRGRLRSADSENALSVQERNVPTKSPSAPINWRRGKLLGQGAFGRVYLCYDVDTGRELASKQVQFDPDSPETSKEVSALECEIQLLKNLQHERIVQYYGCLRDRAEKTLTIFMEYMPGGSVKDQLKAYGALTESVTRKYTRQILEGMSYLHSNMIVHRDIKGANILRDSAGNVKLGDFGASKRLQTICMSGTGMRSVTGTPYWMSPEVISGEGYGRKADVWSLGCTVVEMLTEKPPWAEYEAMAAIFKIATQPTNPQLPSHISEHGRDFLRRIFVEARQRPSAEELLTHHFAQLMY
# p-CIP stab down – p/CIP-EGFP fusion destabilizers, primary screen, fluorescence, F442A cells. Q05BA5. 16 h. decrease of EGFP signal, % at 10 µM. actives 0.01% (n = 290,000);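 active = EGFP signal decrease of at least 30% at 10 µM or well 3 SD below plate mean, unless failing retest; inactive = the rest, including hits failing retest or dose response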; note: some compounds called inactive have numbers as strong as hits; many of its hits are not listed in these tables
# CRFR2-BP antag – antagonists of CRF-BP/CRF-R2 complex, primary screen, cell-based, HEK293, calcium dye fluorescence, uHTS. CRF-induced calcium fluorescence. inhibition, % at 11.8 µM. actives 0.59% (n = 350,000). AID 588475, 2011;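 active = inhibition of the ligand-induced calcium signal above about 50% at the single tested concentration, limit read from the data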
# IDE cell inh – human IDE inhibitors in live cells, primary screen, fluorescence polarization, HEK cells, FAbetaB substrate; actives 0.41% (n = 320,000); inhibition, % at 5.59 µM; FAbetaB cleavage;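 active = percent inhibition above the average of all tested compounds plus 3 SD, set per screening campaign, cut at about 16% in these data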;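 note: IDE supplied by intact live HEK cells; FP after avidin binding of uncleaved biotin substrate so inhibition keeps polarization high; 0% = DMSO wells and 100% = 60 µM reference IDE inhibitor Ii1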
# GalR3 antagonist – GalR3 antagonists in HEK293 cells, primary screen, cell-based, fluorescence readout. Galanin receptor type 3 (Homo sapiens), O60755. HEK293 GalR3-CNG cAMP membrane potential fluorescence; galR3 body fused to GalR1 C-terminus. inhibition, % at 3 µM. actives 0.44% (n = 360,000);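 active = inhibition above the screen-wide average plus 3 SD, cut at about 13% in these data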;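 note: forskolin and galanin both at EC90 stimulate the cells; cAMP rise reported by CNG channel membrane potential dye signal; 0% = forskolin plus galanin with DMSO and 100% = forskolin alone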
# CRFBP-R2 agonist – agonists of CRF-BP/CRF-R2 complex, primary screen, cell-based, HEK293, calcium dye fluorescence, uHTS; activation, % at 13.2 µM; CRF-binding protein / CRF receptor 2 complex (human); calcium dye fluorescence (FLIPR); percent of saturating CRF peptide response; actives 0.46% (n = 350,000);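 active = activation of at least 50%, plus an integration ratio under a set limit after plate pattern correction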;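 note: plate controls were neutral control wells without compound for no effect and CRF at EC100 for full effect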
# M4 PAM – human M4 muscarinic receptor positive allosteric modulators, primary screen, CHO-K1 cells, Fluo-8 calcium fluorescence | actives 0.4% (n = 360,000) | Muscarinic acetylcholine receptor M4 (Homo sapiens), P08173 | CHO-K1 hM4/Gqi5, ACh EC20; 0% = ACh EC20, 100% = maximal ACh | activation, % at 3 µM;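 active = activation above its plate's cutoff, the mean activation of sample wells plus 3 SD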; note: some results filed as inactive read as strong as hits
# IDE cell activ – human IDE activators in live cells, primary screen, fluorescence polarization, HEK cells, FAbeta-B substrate | Insulin-degrading enzyme (Homo sapiens), P14735 | FAbeta-B cleavage; 0% vehicle, 100% cell-free pure enzyme wells | activation, % at 5.96 µM | actives 0.073% (n = 340,000) | AID 493087, 2011;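 active = activation above the mean of all tested compounds plus 3 SD, set per screening campaign, cut at about 17% in these data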
# PHOSPHO1 block – PubChem AID 1565; Phosphoethanolamine/phosphocholine phosphatase (Homo sapiens), Q8TCT1; actives 1.1% (n = 290,000); recombinant PHOSPHO1, absorbance phosphatase assay; inhibition, % at 13.3 µM; in the data active = inhibition above about 60%
# Target sequence (Q8TCT1 whole entry, looked up): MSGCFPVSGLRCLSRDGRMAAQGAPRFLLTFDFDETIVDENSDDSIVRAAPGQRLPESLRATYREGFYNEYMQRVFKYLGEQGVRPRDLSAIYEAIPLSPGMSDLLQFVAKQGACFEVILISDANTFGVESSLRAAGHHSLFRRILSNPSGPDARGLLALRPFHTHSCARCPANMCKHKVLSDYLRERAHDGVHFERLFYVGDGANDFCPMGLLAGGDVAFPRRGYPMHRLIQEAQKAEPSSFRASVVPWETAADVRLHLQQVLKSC
# * marks the source's active call; other numbers are inactive results; / = not tested or not shown. Random draw from the library. Share with any hit: about 4.2%.
SMILES,MEKK3 PB1 HTS,p-CIP stab down,CRFR2-BP antag,IDE cell inh,GalR3 antagonist,CRFBP-R2 agonist,M4 PAM,IDE cell activ,PHOSPHO1 block
CN1c2cccc3cccc(c23)N(C)C1c1cccs1,105,-24,-15,0,-4,0.7,-3,-4,26
Cc1ccc(Cl)cc1NC(=S)N1CCC(c2ccccc2)C1 (stereo unspecified),107,-4,7,-4,-5,-0.5,0,3,15
COc1cc(-c2[nH]nc3c2C(c2ccoc2)C(C#N)=C(N)O3)cc(OC)c1OC (stereo unspecified),79,2,-14,4,19*,-0.5,5,4,9
O=C(NNc1cccc(Cl)n1)c1c(F)cccc1F,106,-10,-9,-2,-3,-1.6,11,5,53
CC(C)=CC(=O)OCC(=O)NC1CCCc2ccccc21 (stereo unspecified),101,-9,14,10,-8,-2.1,5,1,15
N/C(=N\OC(=O)c1ccc([N+](=O)[O-])cc1)c1ccc(Br)cc1,102,-3,5,-13,-2,-1.1,-6,2,8
Cc1csc(NC(=O)C2=NN(c3ccccc3)C(=O)CC2)n1,94,7,-7,-2,2,0.2,-8,1,20
COc1ccc(C(=O)Nc2ccc(S(=O)(=O)NC(C)(C)C)cc2)cc1[N+](=O)[O-],96,-11,-25,1,2,0.1,5,1,39
COc1ccc(/C=N/N2CCOCC2)cc1COc1ccc(F)cc1,94,-10,-8,4,0,-1.3,6,0,9
CC(Cc1ccccc1)C(=O)N1CCN(C)CC1 (stereo unspecified),103,-4,7,-4,-7,0.3,6,-4,6
CC1(C)OC(=O)N(c2ccccc2)C12C=Cc1c(ccc3ccccc13)O2 (stereo unspecified),113,-2,3,11,-5,-0.2,-5,-2,3
CC(C)(C)c1ccc(-c2nc3cc(N)ccc3o2)cc1,107,4,-10,-1,-6,0.4,4,0,/
Cc1cc(C)c2c(NC(=O)CCl)nn(C)c2n1,98,-4,-5,-2,-1,0.6,-3,4,40
C(=Nc1cccc2c(N=Cc3ccco3)cccc12)c1ccco1,93,-11,3,-3,/,1.9,1,4,18
COc1cc(OC)cc(-c2oc(=O)c3cc(OC)c(OC)cc3c2C#CCCCO)c1,/,/,-3,5,-3,-0.5,3,3,/
COC(=O)c1ccc2c(=O)n(Cc3ccco3)c(SCC(=O)Nc3ccc(C)c(Cl)c3)nc2c1,97,0,-17,-3,-3,-0.5,-4,6,-3
CCCCNC(=S)Nc1ccc([N+](=O)[O-])cc1,115,-16,38,-3,-4,24,-7,3,0
Cc1ccc(C)c(Nc2ncccc2C(=O)NCc2cccs2)c1,90,-4,-61,-7,-2,2.1,-6,0,-19
Cc1ccc(S(=O)(=O)c2c[nH]c3ccc(Cl)cc3c2=O)cc1,99,5,6,-4,-11,-0.4,-1,3,37
O=C(Nc1ccc2ncccc2c1)c1ccccc1Br,105,-11,-27,2,/,0.3,3,-7,14
CCOC(=O)C1(Cc2ccccc2)CCCN(CCCn2cccn2)C1 (stereo unspecified),104,2,25,1,-6,4.3,5,-2,64*
C[C@H]1CN([C@@H](C)CO)C(=O)Cc2cc(NC(=O)CCC(F)(F)F)ccc2O[C@H]1CN(C)Cc1ccc(C(F)(F)F)cc1,/,/,5,6,0,0.6,-3,3,/
C#CCN(C[C@@H]1[C@@H](OC(=O)NCC2CCCCC2)[C@@H](OC(=O)NCC2CCCCC2)Cn2c(=O)n(CCCCCC)c(=O)n21)S(=O)(=O)c1ccc(C)cc1,/,/,11,/,-5,0.0,6,/,/
COCc1cc(=O)n2[nH]c(SC)nc2n1,103,9,7,0,-4,-0.1,10,5,5
CCC(C)(C)NC(=O)C(c1cccn1C)N(C(=O)Cn1nnc2ccccc21)c1ccc(F)cc1 (stereo unspecified),101,-7,-10,-1,-2,2.5,-5,1,-8
COc1ccc(CNC(=O)COC(=O)c2ccc(OCc3c(C)noc3C)cc2)cc1OC,98,-2,-21,9,-5,0.7,-4,3,-16
CC(=O)Nc1cccc(-c2nn[nH]n2)c1,112,-9,1,-1,0,-1.1,6,4,25
CCOc1ccc(-c2cccc(NS(=O)(=O)c3ccccc3[N+](=O)[O-])c2)nn1,/,/,3,-2,-4,-0.1,6,2,/
COc1ccc(CCn2c(N3CCN(Cc4ccccc4)CC3)nc3c2c(=O)[nH]c(=O)n3C)cc1,102,1,-9,-2,-2,0.3,-3,7,9
Cc1ccc(NC(=O)CCSc2nc(C)cc(C)n2)cc1,104,4,11,1,-2,-0.8,15,4,17
CN(c1ccccc1)S(=O)(=O)c1ccc(Cl)c(C(=O)OCC(=O)N2CCOCC2)c1,105,-4,-7,1,7,-3.0,-2,6,47
C[C@H]1CNC(=O)C(=O)N1C[C@H](Cc1ccc(O)cc1)NC(=O)CC12CC3CC(CC(C3)C1)C2,106,1,-5,-5,-1,0.9,9,3,-30
COc1ccc2c(C)cc(SCC(=O)Nc3cccnc3Cl)nc2c1,101,-1,-2,1,-2,3.1,4,-4,56
Cc1ccc(NC(=O)NC2OC(=O)c3ccccc32)cc1 (stereo unspecified),/,/,7,/,-5,0.0,-2,2,/
COC(/C(=N/O)c1ccc(Cl)cc1)c1ccccc1 (stereo unspecified),94,-18,17,4,-12,0.8,-15,4,/
CC(C)(C)OC(=O)NCCCCCNC(=O)c1[nH]cnc1C(=O)Nc1cc(Br)ccc1F,/,/,-5,/,-6,3.9,9,/,/
COC(=O)c1sc(NC(=O)c2c(C)noc2C)nc1C,100,3,-7,3,-1,-1.9,5,6,22
CCN(CCCNC(=O)c1[nH]c(C)c(C(C)=O)c1C)c1cccc(C)c1,107,-9,-19,-1,-4,-2.4,3,-1,2
O=[N+]([O-])c1cccc(S(=O)(=O)NCCCN2CCOCC2)c1,107,-10,18,0,10,-1.7,3,3,16
CCOCCc1c(O)nc(SCC)[nH]c1=O,102,-3,-9,-3,2,-1.0,2,4,4
COc1ccc(S(=O)(=O)N2CCSCC2)cc1,97,-14,-4,10,-5,1.6,5,4,29
CCN1CCCC1CNc1ncnc2c1[nH]c1ccc(Cl)cc12 (stereo unspecified),101,-9,-2,15,-5,-1.1,-11,-9,31
CCC(CC)c1nnc(NC(=O)c2ccc(N3CCCCC3)c([N+](=O)[O-])c2)s1,101,6,-65,0,4,1.3,0,-2,-6
Cc1cc(C)c(NC(=S)NC(=O)c2ccc(-c3ccccc3)cc2)c(C)c1,100,0,0,13,-5,2.0,-1,-7,-9
O=C(c1ccc(NS(=O)(=O)c2cccc([N+](=O)[O-])c2)cc1)N1CCN(C(=O)c2ccco2)CC1,/,/,3,-2,-7,-0.7,-1,-1,/
Cc1cccc(N(CC(=O)N2CCCC2)S(=O)(=O)c2ccccc2)c1C,93,3,1,0,-6,0.0,6,-1,-3
COc1cc(/C=C2\S/C(=N/S(=O)(=O)c3ccccc3)NC2=O)c([N+](=O)[O-])cc1OC,105,-14,21,1,-2,3.1,-5,1,-7
COCCNC(=O)c1ccc(Cn2c(SCC(=O)NCC3CCCO3)nc3ccc(Br)cc3c2=O)cc1 (stereo unspecified),101,-5,4,1,0,-1.5,-1,-3,34
C[C@@]12C(=O)N(c3cccc(F)c3)C(=O)N1[C@H](c1ccc(F)cc1)[C@@H]1C(=O)N(C3CCCCC3)C(=O)[C@@H]12,101,-4,-8,-2,/,0.2,0,2,4
COCCNC(=O)[C@@]1(Cc2ccccc2)C=C[C@@H](C)N1C(C)=O,106,-25,11,1,-1,-1.1,10,3,-6
CCN(C(=O)c1cc2c(s1)-c1ccccc1S(=O)(=O)C2)c1cc(OC)ccc1OC,102,-1,7,-1,/,-3.9,0,0,7
O=S(=O)(Cc1ccc(Cl)cc1Cl)c1ccc(Cl)cc1,/,/,14,/,-1,0.9,3,-6,/
CCOC(=O)C(CCCCCOc1ccc([N+](=O)[O-])cc1)C(=O)OCC,95,4,29,4,-2,1.4,-4,2,22
Cc1c(N)c(C(C)(C)C)cc(C(C)(C)C)c1[N+](=O)[O-],103,-8,-21,-3,-3,-2.3,21,-2,-7
O=c1[nH]c2cc3c(cc2cc1CN(Cc1cccnc1)C(=S)NCc1ccco1)OCO3,93,-12,-16,9,-8,2.1,-6,-1,-112
COc1ccc(NC(=O)c2ccc3c(SCC(=O)O)c4c(nc3c2)CCCC4)cc1Cl,115,8,/,-6,2,/,/,/,12
COc1ccc(CNC(=O)C(=O)NCC2CCCN2S(=O)(=O)c2cccs2)cc1 (stereo unspecified),/,/,11,-2,3,-0.3,5,-4,/
COc1ccc(CCC(=O)NCC(c2ccco2)N2CCc3ccccc32)cc1 (stereo unspecified),/,/,0,1,-6,-4.0,11,6,/
c1ccc(CC[C@@H]2CC[C@@H](CCc3ccccc3)N2)cc1,/,/,-16,6,-10,-0.7,-14,3,/
Cc1c(C)c2cc(Cl)c(OCC(=O)NCCCN3CCCC3=O)cc2oc1=O,/,/,9,/,-2,2.1,4,/,/

# Taken from above.
# Cc1c(N)c(C(C)(C)C)cc(C(C)(C)C)c1[N+](=O)[O-] in CRFBP-R2 agonist reads -2.3
# COCCNC(=O)c1ccc(Cn2c(SCC(=O)NCC3CCCO3)nc3ccc(Br)cc3c2=O)cc1 (stereo unspecified) in PHOSPHO1 block reads 34

# (listing goes on)
SMILES,MEKK3 PB1 HTS,p-CIP stab down,CRFR2-BP antag,IDE cell inh,GalR3 antagonist,CRFBP-R2 agonist,M4 PAM,IDE cell activ,PHOSPHO1 block
CCOc1ccc(OCCC(=O)N(CC(C)C)c2c(N)n(Cc3ccccc3)c(=O)[nH]c2=O)cc1,/,/,-7,/,-4,1.0,12,2,/
CCOc1cc2c(cc1O)C(=NO)CC1C2CCC2(C)C(O)CCC12 (stereo unspecified),/,/,32,/,5,-2.0,-2,4,/
CCOc1ccc(C(=O)Nc2nncs2)cc1OCC,105,-10,-7,-1,-3,5.8,-6,0,-35
C/C=C\C(=O)Nc1cccc(C2=NOC3(C2)C[C@@H](C(N)=O)N(C(=O)c2ccccc2)C3)c1 (stereo partly specified),87,-7,-23,2,-2,1.4,-2,2,26
Cc1ccsc1C(=O)N1CCCC(C(=O)c2cc(F)ccc2F)C1 (stereo unspecified),96,-6,17,-5,-4,-2.6,-12,-4,30
Cc1[nH]c(=O)[nH]c(=O)c1S(=O)(=O)N1CCC(C(=O)N2CCN(Cc3ccccc3)CC2)CC1,106,2,0,0,/,0.6,20,-1,14
CC(C)NC(=O)C1COc2ccccc2O1 (stereo unspecified),93,-3,-12,0,-3,0.0,-2,1,29
COc1ccc(C(=O)N2CCNC(=O)C2CC(=O)Nc2ccc(C)cc2)cc1 (stereo unspecified),99,-6,-2,-4,-7,-0.5,-3,4,34
CCCOc1cccc(C2/C(=C(/O)c3ccc(F)cc3)C(=O)C(=O)N2CCN(C)C)c1 (stereo unspecified),107,16,-7,5,0,-0.8,0,3,7
